# Source: PubChem
# Mtb RmlCD inh = M. tuberculosis RmlC/RmlD coupled enzyme inhibitors, primary screen, biochemical, compound mixtures, 384-well, from 1536-well plates | dTDP-4-dehydrorhamnose reductase (Mycobacterium tuberculosis (strain ATCC 25618 / H37Rv)) … | RmlC+RmlD coupled enzyme assay, percent inhibition; primary screen in compound mixtures | inhibition, % at 3.6 µM | actives 0.03% (n = 160,000); in the data active means inhibition mostly above about 34%, no sharp cut-off; further: some results filed as inactive read as strong as hits
# Target sequence (P9WH09 whole entry, looked up): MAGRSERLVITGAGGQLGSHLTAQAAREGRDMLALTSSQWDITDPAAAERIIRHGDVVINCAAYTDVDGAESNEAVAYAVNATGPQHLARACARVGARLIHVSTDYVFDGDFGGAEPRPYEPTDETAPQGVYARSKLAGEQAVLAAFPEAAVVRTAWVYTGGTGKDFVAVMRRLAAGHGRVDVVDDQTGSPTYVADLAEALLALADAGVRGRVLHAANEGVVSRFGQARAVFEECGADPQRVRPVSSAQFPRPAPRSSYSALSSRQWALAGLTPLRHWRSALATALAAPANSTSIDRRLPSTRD
# Target sequence (P9WH11 whole entry, looked up): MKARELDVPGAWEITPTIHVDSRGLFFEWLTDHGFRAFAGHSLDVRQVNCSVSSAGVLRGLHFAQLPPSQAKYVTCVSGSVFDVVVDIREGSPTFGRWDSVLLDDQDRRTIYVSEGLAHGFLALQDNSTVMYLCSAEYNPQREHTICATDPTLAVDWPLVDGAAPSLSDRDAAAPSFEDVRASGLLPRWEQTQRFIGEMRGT
# GlmU inhibition = inhibition of mycobacterial GlmU enzyme – biochemical, glucosamine-1-phosphate acetyltransferase (AID 1376). Bifunctional protein GlmU (Mycobacterium tuberculosis (strain ATCC 25618 / H37Rv)). M. tuberculosis GlmU acetyltransferase enzyme assay; higher % means a stronger effect. inhibition, %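 (tested at 30 µM in the primary screen)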, or IC50 in µM where a hit was titrated. actives 0.25% (n = 220,000); in the data active means inhibition above about 13%;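 further: 0% = complete reaction with vehicle and 100% = reaction without substrate; strong numbers were not always called active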
# * hit, by the source's call; nt = not tested or not shown. The list is partial. The share of hits here may be higher or lower than overall.
SMILES,Mtb RmlCD inh,GlmU inhibition
CCOC(=O)c1sc(NC(=O)c2cc3n(n2)C(C(F)(F)F)CC(c2cccs2)N3)c(C(=O)OCC)c1C (stereo not given),nt,-9.3%
COC(=O)C(NS(C)(=O)=O)(c1c(C)[nH]c2ccccc12)C(F)(F)F (stereo not given),14,nt
O=C(CC1(O)C(=O)Nc2ccccc21)c1cccc(Br)c1 (stereo not given),-13,-2.0%
NC(=O)CCC(C(=O)O)N1C(=O)c2ccc(O)cc2C1=O (stereo not given),-10,2.5%
Cc1ccc(-c2c(C#N)c(N)nc3c2CCCCC3)o1,-6,-1.1%
O=C(NCc1ccccc1)C(=O)Nc1nc(C23CC4CC(CC(C4)C2)C3)cs1,10,2.8%
COC(=O)C1SCC2C(=O)N(Cc3cccc(C)c3)CC(=O)N21 (stereo not given),4,-2.8%
CCOC(=O)CNc1ccc(C(=O)OCC)cc1[N+](=O)[O-],-13,-1.2%
O=C(Nc1ccc(F)cc1F)Nc1sccc1-c1nc2ccccc2s1,-8,3.6%
COc1cc2c(C(=O)NCCCOC(C)C)cn(CC(C)C)c(=O)c2cc1OC,nt,-1.2%
CC(=O)Oc1ccc(N2C(=O)CCC2=O)cc1,-2,-1.1%
Cc1ccc(C(=O)NCC(=O)Nc2cccc(S(=O)(=O)NC3=NCCCCC3)c2)cc1C,-11,0.5%
O=C(c1ccco1)N1CCN(C(=O)N2c3ccccc3Sc3ccccc32)CC1,14,-2.8%
O=C(CSC1c2ccccc2-c2ccccc21)N/N=C/c1ccccc1,nt,3.8%
COc1ccc(-c2ccc(C#N)c(SCC(=O)OCc3ccccc3)n2)cc1OC,nt,0.2%
C/C(=N\NC(=O)COc1ccccc1-c1ccccc1)c1ccc(O)cc1O,nt,-0.3%
CCC(C)(C)n1nnnc1C(c1cccs1)N1CCN(c2nc3ccccc3s2)CC1 (stereo not given),-6,-4.7%
COc1cccc(CC(=O)Nc2nc(-c3cccnc3)cs2)c1,4,-2.0%
O=C1CCCC(=O)N1c1ccc(N2CCOCC2)c([N+](=O)[O-])c1,-1,-2.1%
Cc1c2cnn(-c3ccccc3)c(=O)c2c(C)n1CCCC(=O)NCCN1CCN(C)CC1,30,-5.5%
CCOC(=O)Cn1c(=O)oc2cc(S(=O)(=O)Nc3cc(OCC)ccc3OCC)ccc21,nt,3.5%
Cc1cc(C)cc(C(=O)NCC(=O)OC(C)C(=O)N(C)c2ccccc2)c1 (stereo not given),2,-1.4%
COc1ccc(-c2ccc(C(=O)O)o2)c([N+](=O)[O-])c1,-8,3.1%
CC1Sc2n(c3ccccc3[n+]2C)N=C1c1ccccc1 (stereo not given),30,-5.0%
Nc1nc(Cl)cc(Oc2ccc(Cl)cc2)n1,-16,-2.7%
O=C1C(Cl)=C(N2CCC(C(=O)O)CC2)C(=O)c2ccccc21,5,-0.5%
O=c1[nH]cnc2c1nc(SCc1ccccc1)n2C1OC(CO)C(O)C1O (stereo not given),-9,4.8%
C=CCc1ccc(OCCOc2cccc3ccc(C)nc23)c(OC)c1,-6,1.7%
O=C(CN1C(=O)NC2(CCCCCCC2)C1=O)NCc1cccs1,10,-5.5%
CCC(C(=O)N1CCC2(CC1)OCCO2)c1ccccc1 (stereo not given),-3,4.8%

# Given with values under each structure: entries from further up.
# Below each compound – Mtb RmlCD inh, GlmU inhibition
Cc1ccc(-c2c(C#N)c(N)nc3c2CCCCC3)o1
    -6, -1.1%
O=C(NCc1ccccc1)C(=O)Nc1nc(C23CC4CC(CC(C4)C2)C3)cs1
    10, 2.8%
COC(=O)C1SCC2C(=O)N(Cc3cccc(C)c3)CC(=O)N21 (stereo not given)
    4, -2.8%
CCOC(=O)CNc1ccc(C(=O)OCC)cc1[N+](=O)[O-]
    -13, -1.2%
O=C(Nc1ccc(F)cc1F)Nc1sccc1-c1nc2ccccc2s1
    -8, 3.6%
COc1cc2c(C(=O)NCCCOC(C)C)cn(CC(C)C)c(=O)c2cc1OC
    nt, -1.2%
CC(=O)Oc1ccc(N2C(=O)CCC2=O)cc1
    -2, -1.1%
Cc1ccc(C(=O)NCC(=O)Nc2cccc(S(=O)(=O)NC3=NCCCCC3)c2)cc1C
    -11, 0.5%
O=C(c1ccco1)N1CCN(C(=O)N2c3ccccc3Sc3ccccc32)CC1
    14, -2.8%
O=C(CSC1c2ccccc2-c2ccccc21)N/N=C/c1ccccc1
    nt, 3.8%
COc1ccc(-c2ccc(C#N)c(SCC(=O)OCc3ccccc3)n2)cc1OC
    nt, 0.2%
C/C(=N\NC(=O)COc1ccccc1-c1ccccc1)c1ccc(O)cc1O
    nt, -0.3%
CCC(C)(C)n1nnnc1C(c1cccs1)N1CCN(c2nc3ccccc3s2)CC1 (stereo not given)
    -6, -4.7%
COc1cccc(CC(=O)Nc2nc(-c3cccnc3)cs2)c1
    4, -2.0%
O=C1CCCC(=O)N1c1ccc(N2CCOCC2)c([N+](=O)[O-])c1
    -1, -2.1%
Cc1c2cnn(-c3ccccc3)c(=O)c2c(C)n1CCCC(=O)NCCN1CCN(C)CC1
    30, -5.5%
CCOC(=O)Cn1c(=O)oc2cc(S(=O)(=O)Nc3cc(OCC)ccc3OCC)ccc21
    nt, 3.5%
Cc1cc(C)cc(C(=O)NCC(=O)OC(C)C(=O)N(C)c2ccccc2)c1 (stereo not given)
    2, -1.4%
COc1ccc(-c2ccc(C(=O)O)o2)c([N+](=O)[O-])c1
    -8, 3.1%

# More results:
SMILES,Mtb RmlCD inh,GlmU inhibition
CC(=O)OCC1(C)CN(c2ccccc2)N(C(C)=O)C1=O (stereo not given),7,0.1%
Cc1ccc(C(=O)c2coc3ccc(OCC(=O)O)cc23)cc1,17,1.8%
O=C/C(=C\Nc1ccc(C(=O)N2CCOCC2)cc1)c1nc2ccccc2o1,-10,-6.2%
CCOc1ccc(-c2csc(C3COc4ccccc4O3)n2)cc1 (stereo not given),nt,2.4%
COc1ccc(N(Cc2cc3ccc(C)cc3[nH]c2=O)C(=O)C2CCCO2)cc1 (stereo not given),64,7.8%
O=S(=O)(c1ccc(F)c(F)c1F)N1CCN(C(=S)NC2CC3CCC2C3)CC1 (stereo not given),3,-4.8%
CC(=O)Nc1ccc(-n2c(C)c(C(C)=O)c(C(C)=O)c2C)cc1,-9,3.3%
COc1cccc(N(Cc2nnc3n2CCCCC3)C(=O)Nc2ccccc2F)c1,5,7.0%
Cc1ccc(C(=O)N2CC(C)OC(C)C2)c(Cl)c1 (stereo not given),-2,2.1%
COc1ccc(C(C(=O)NC(C)(C)C)N(C(=O)CNC(=O)c2cccs2)c2ccc(NC(C)=O)cc2)cc1OC (stereo not given),-3,2.1%
Cc1ccnc(NC(=O)COc2c(C)cc(C)cc2[N+](=O)[O-])c1,-12,-1.8%
CC(C)c1ccc(OCC(=O)NCCO)cc1,2,-6.4%
CC(C)(O)CC[C@@H](O)[C@](C)(O)[C@H]1CC[C@@]2(O)C3=CC(=O)[C@@H]4C[C@@H](O)[C@@H](O)C[C@]4(C)C3CC[C@]12C (stereo not given in full),-2,-0.2%
Cc1ccccc1C(=O)N(Cc1nc2ccccc2c(=O)[nH]1)C1CCCC1,-8,9.0%
CCCCCC(=O)NNC1=NCC(Cc2cccc(Cl)c2)S1 (stereo not given),-59,-2.4%
CCOc1ccccc1C(=O)NC(C(=O)NCc1ccccc1OC)C(C)C (stereo not given),-7,4.6%
NS(=O)(=O)c1ccc(N=Nc2ccc(=O)[nH]c2O)cc1,-11,13%
COc1ccc(CNC(=O)Cn2cnc3c(=O)n(C)c(=O)n(C)c32)cc1,14,3.6%
O=C(/C=C/c1ccccc1)N/C(=C/c1ccccc1)C(=O)NCCO,46,-3.5%
Cn1c(N)c(C(=O)CSc2nc3ccccc3n2-c2ccccc2)c(=O)n(C)c1=O,nt,3.7%
Cc1cccc(N2CCN(C(=O)COc3ccc4c(c3)CCC4)CC2)c1C,19,1.6%
COc1cccc(OCc2nnc(SCc3cc(=O)[nH]c4ccccc34)o2)c1,3,1.9%
O=C(CC1C(=O)NCCN1C/C=C/c1ccccc1)NCCCC1CCCC1 (stereo not given),10,-1.6%
CCCn1c(SC(C)C(=O)O)nc2ccccc21 (stereo not given),-10,0.7%
COc1ccc(Cc2c(N)nc(N)nc2N)cc1,-2,1.7%
CC(C)c1nnc(NC(=O)CCC(=O)NCC2CCCO2)s1 (stereo not given),-7,0.4%
CCOC(=O)c1c(-c2ccc(OC)c(OC)c2)csc1NC(=O)C1CCCO1 (stereo not given),nt,1.3%
O=C(NC1CCCCC1)NC1CC2CCC(C1)N2Cc1nnnn1Cc1ccc2c(c1)OCO2 (stereo not given),3,nt
O=C(Cc1nc(-c2ccc([N+](=O)[O-])cc2)cs1)Nc1ccccc1,12,4.4%
Oc1c(C=NCc2ccccc2)sc2ccccc12,-10,6.0%
Cc1cc(C)cc(N(C(C)C(=O)Nc2c(C)n(C)n(-c3ccccc3)c2=O)S(C)(=O)=O)c1 (stereo not given),nt,0.6%
Cc1cc(C(=O)N2CCN(S(=O)(=O)c3ccccc3F)CC2)c(C)o1,22,-3.6%
CC1=CC(C)[C@H](/C=N/n2c(=O)[nH]c3c([nH]c4ccc(C)cc43)c2=O)C(C)C1 (stereo not given in full),-3,-2.9%
CCOC(=O)c1cc(-c2ccc(OC)cc2)nc2c1c(C)nn2CCC#N,31,-0.6%
COc1cccc(C(=O)OC(C)CN2CCCC2)c1 (stereo not given),0,nt
COc1ccc(/C(O)=C2\C(=O)C(=O)N(c3cc(C)on3)C2c2ccccc2OC)cc1C (stereo not given),nt,5.8%
COc1cc(OC)cc(C(=O)N[C@H](C(=O)OCC(=O)c2ccc(F)cc2)C(C)C)c1,2,3.7%
Cc1ccc(C(=O)CCNc2ccc(Cl)cc2)o1,-9,2.8%
Cc1ccc(C(=O)N/C(=C/c2cccs2)C(=O)N2CCCCC2)cc1,6,5.7%
c1ccn(-c2ccc(-c3ccn[nH]3)cc2)c1,8,-2.9%
O=C(Nc1ccc2c(c1)OCCO2)c1c(F)c(F)c(F)c(F)c1F,5,-0.5%
COc1ccc(OCC(=O)OCC(=O)N2CC(=O)Nc3ccccc32)cc1,nt,-5.0%
Cc1c(NC(=O)Cn2nc(C(=O)O)c3ccccc3c2=O)c(=O)n(-c2ccccc2)n1C,-11,2.4%
CS(=O)(=O)Nc1ccc(OCc2ccccc2)cc1,5,2.6%
CC1(NC(=O)c2cc(S(=O)(=O)N3CCCCC3)ccc2Cl)CCS(=O)(=O)C1 (stereo not given),0,-1.3%
COc1ccc(S(=O)(=O)Cc2ccc(C(=O)N3CCN(c4cccc(C)c4C)CC3)o2)cc1,-4,0.5%
CC1CCCN(CC(=O)Nc2ccc(S(=O)(=O)N3CCCCC3)cc2)C1 (stereo not given),0,6.9%
COc1ccc(CNC(=O)C(C)Sc2ccc(C)cc2)cc1 (stereo not given),11,-7.8%
c1ccc2cc3c(NCCN4CCOCC4)ccnc3cc2c1,-7,-2.4%
CCOC(=O)c1cc(C(=O)OCC)c2cc(Br)ccc2n1,nt,1.2%
O=C(CN1C(=O)c2ccccc2C1=O)Nc1cccc(S(=O)(=O)Nc2ccccc2Cl)c1,11,4.1%
Cc1cc2ccccc2c(=O)n1CC(=O)NCC(=O)N1CCN(c2cccc(Cl)c2)CC1,nt,-5.8%
COC(=O)C1CCN(C(=O)COC(=O)Cn2cnnn2)CC1,nt,-4.3%
COC(=O)c1nnn(-c2ccc(Cl)c(Cl)c2)c1C(=O)OC,1,-1.8%
CCc1ccc(NC2=NC(C(=O)NC3CCCCC3)CC(=O)N2)cc1 (stereo not given),-10,0.6%
CC(C)(C)OC(=O)NCCc1nnc(S(=O)(=O)Cc2ccc(Cl)cc2Cl)o1,nt,6.6%
COc1cc2c(c(OC)c1)C(c1ccncc1)CC(=O)N2 (stereo not given),9,5.3%
CCOC(=O)c1ccc[n+](CC(=O)Nc2cc(C(F)(F)F)ccc2Cl)c1,20,0.5%
N#C/C(=C/c1ccc(-c2ccccc2)o1)c1nc(-c2cccs2)cs1,nt,2.0%
COc1cccc(C(=O)Nc2c(F)c(F)c(F)c(F)c2F)c1,-14,-2.0%
# Continuation:
SMILES,Mtb RmlCD inh,GlmU inhibition
CC(=O)C1=C(C)OC(N)=C(C(=O)OC(C)C)C12C(=O)Nc1ccccc12 (stereo not given),nt,-0.1%
CC1CC1C(=O)Nc1ccc(-c2ccccc2)cc1 (stereo not given),-15,2.1%
N#Cc1c(-c2ccccc2)nc(-c2ccncc2)[nH]c1=O,-9,-0.3%
Cc1cc(C)n(C(=O)COc2ccc([N+](=O)[O-])cc2)n1,-9,3.1%
COc1cc(C2NC(=O)NC(C)=C2C(=O)OCc2ccccc2)ccc1O (stereo not given),nt,5.7%
CCOC(=O)/C(=C/c1ccccc1)NC(=O)c1ccco1,12,1.2%
CCOc1cc(C(=O)Nc2c3c(nn2C(C)(C)C)CS(=O)C3)cc(OCC)c1OCC (stereo not given),nt,-1.1%
CN(C)/C=N/c1ncc(C(=O)c2ccc(-c3ccccc3)cc2)s1,11,-1.6%
O=S(=O)(NCCc1ccc(F)cc1)c1cccc2cccnc12,-14,0.9%
CCOCCCNCc1cccc(OC)c1,-8,-3.8%
N/C(=N\OC(=O)Cc1cccs1)c1ccc(Cl)cc1,-11,-1.3%
CCC(Sc1nc(C)cc(C)n1)C(=O)Nc1ccc(Cl)cn1 (stereo not given),nt,2.0%
Cn1c(CNc2nc3ccccc3n2C)nc2ccccc21,-1,4.2%
COc1cccc(C(=O)CSc2nc3cccnc3n2C)c1,nt,-2.2%
CC(C)C(C(=O)Nc1ccccc1)N1C(=O)c2ccccc2C1=O (stereo not given),-8,5.4%
Cc1ccc(NC(=O)CSc2nc(N)c3c4c(sc3n2)CSC(C)(C)C4)cc1,-9,7.3%

# Some of the entries so far, tab-delimited.
molecule	Mtb RmlCD inh	GlmU inhibition
Cn1c(CNc2nc3ccccc3n2C)nc2ccccc21	-1	4.2%
COc1cccc(C(=O)CSc2nc3cccnc3n2C)c1	nt	-2.2%
